From PubChem BioAssay
Bim-Bcl-B: inhibitors of Bim-Bcl-B interaction, human | inhibition, % at 10 µM | bead-based flow cytometry, Bim peptide-Bcl-B binding | AID 951 | 0.073% of 190,000 active;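 also: 0% = tracer peptide without compound and 100% = reference inhibitor peptide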
Target sequence (Q9HD36 whole entry, looked up): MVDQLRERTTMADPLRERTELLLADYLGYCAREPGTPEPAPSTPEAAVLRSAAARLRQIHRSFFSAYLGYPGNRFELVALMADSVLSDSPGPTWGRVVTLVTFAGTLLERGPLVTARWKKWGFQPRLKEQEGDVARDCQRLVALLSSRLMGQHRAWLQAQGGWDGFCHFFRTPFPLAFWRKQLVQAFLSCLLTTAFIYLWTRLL
Bcl-W Bim block: human Bim-Bcl-W interaction inhibition; Q92843; bead-based flow cytometry, Bim peptide-Bcl-W binding; inhibition, % at 10 µM; 0.02% of 190,000 active;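 also: 0% = bound tracer without compound and 100% = peptide blocker; higher means less fluorescent Bim peptide bound to Bcl-W beads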
Bcl-XL Bim block: inhibitors of Bim-Bcl-XL interaction, human | Q07817 | Bim peptide-Bcl-XL binding, bead flow cytometry, fluorescence | inhibition, % at 10 µM | 0.04% of 190,000 active | AID 1007
Target sequence (Q07817 whole entry, looked up): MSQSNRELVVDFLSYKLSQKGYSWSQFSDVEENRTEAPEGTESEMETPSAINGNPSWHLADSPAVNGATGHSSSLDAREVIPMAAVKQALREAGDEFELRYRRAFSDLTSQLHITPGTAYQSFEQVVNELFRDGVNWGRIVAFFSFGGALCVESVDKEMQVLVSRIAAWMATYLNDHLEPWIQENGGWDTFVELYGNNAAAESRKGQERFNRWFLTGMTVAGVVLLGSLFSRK
RGS7-Gao reg: human RGS7-Galphao interaction regulation | P09471 | Multiplexed bead flow cytometry, RGS7-Galphao binding; actives lie on both sides | binding response (% of control), % at 10 µM | 0.35% of 220,000 active; in the data active = binding response below about 49% or above about 150%; inconclusive = no clear call, values can overlap the other calls; inactive = in between;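 also: fluorescent Galphao held in activated GDP-AlF4 state binding bead-coupled RGS7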
Target sequence (P09471 whole entry, looked up): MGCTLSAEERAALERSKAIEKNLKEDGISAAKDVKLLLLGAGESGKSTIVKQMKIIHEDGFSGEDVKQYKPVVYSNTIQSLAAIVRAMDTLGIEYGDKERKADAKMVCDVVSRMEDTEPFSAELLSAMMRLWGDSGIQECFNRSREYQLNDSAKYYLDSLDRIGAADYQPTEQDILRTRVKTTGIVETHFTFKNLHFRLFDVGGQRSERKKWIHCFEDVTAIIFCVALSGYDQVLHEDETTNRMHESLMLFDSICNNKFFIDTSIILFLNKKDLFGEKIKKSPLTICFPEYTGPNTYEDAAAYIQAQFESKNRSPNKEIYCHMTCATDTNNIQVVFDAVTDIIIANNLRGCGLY
Bcl-2 Bim block: inhibitors of Bim-Bcl-2 interaction, human; P10415; Bead-based flow cytometry, Bim peptide-Bcl-2 binding; inhibition, % at 10 µM; 0.06% of 190,000 active; AID 950; in the data active = inhibition above about 40%; inconclusive = no clear call, values can overlap the other calls;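 also: 0% = no compound wells with probe peptide and 100% = reference peptide inhibitor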
Target sequence (P10415 whole entry, looked up): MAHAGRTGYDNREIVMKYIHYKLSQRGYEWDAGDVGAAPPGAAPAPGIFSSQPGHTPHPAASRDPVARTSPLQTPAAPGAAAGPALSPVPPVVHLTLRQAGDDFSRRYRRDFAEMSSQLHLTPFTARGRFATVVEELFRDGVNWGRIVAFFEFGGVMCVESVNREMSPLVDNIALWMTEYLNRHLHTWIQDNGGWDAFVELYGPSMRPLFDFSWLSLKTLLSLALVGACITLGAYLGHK
RGS4-Gao reg: human RGS4-Galphao interaction regulation | Multiplexed bead flow cytometry, RGS4-Galphao binding; actives lie on both sides | binding response (% of control), % at 10 µM | 0.33% of 220,000 active; in the data active = binding response below about 49% or above about 150%; inactive = in between;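 also: fluorescent Galphao activated with aluminum fluoride binding bead-coupled RGS4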
Avidin bead fluor: avidin bead compound fluorescence profile | 0.38% of 220,000 active | Avidin beads, compound fluorescence 488/530 nm, flow cytometry; stronger effect = higher value | fluorescence (KMESF) at 10 µM | AID 1775; in the data active = fluorescence above about 47; also: inactives centre near 10
GSH fluor: GSH bead compound fluorescence profile | GSH beads flow cytometry, compound fluorescence 488/530 nm; stronger effect = higher value | fluorescence (KMESF) at 10 µM | 0.25% of 190,000 active | AID 1776; in the data active = fluorescence above about 89;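 also: glutathione beads carrying GST-tagged Bcl family fusion proteins plus one bare bead set; values are compound well signal with DMSO vehicle wells as background; inactives centre near 16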
Bim-Bfl-1: disrupts Bim binding to human Bfl-1. inhibition, % at 10 µM. 0.12% of 190,000 active. AID 1008. Bead-based flow cytometry, Bim-Bfl-1 binding inhibition;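 also: 0% = wells without compound plus tracer and 100% = blocker peptide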
ABCG2 inh: inhibitors of human ABCG2 transporter, ABCB1 counter-screen; IgMXP3 cells, JC-1 efflux, flow cytometry; inhibition, % at 6.6 µM; 0.1% of 190,000 active; Q9UNQ0;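 active = inhibition above 80%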;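 also: 0% = DMSO and 100% = nicardipine control wells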
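material = IgMXP3 (ABCG2) plus far-red-tagged CCRF-Adr (ABCB1) cells | amount = 3 million cells/mL, equal mix of both lines | also added = JC-1 transporter substrate | dosing = one concentration, 6.6 µM final | schedule = 10 min at 25 °C | measured by = flow cytometric JC-1 green MFI at 530 nm | read-out basis = percent efflux inhibition, scaled nicardipine 100% to DMSO 0%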
ABCB1 block: blocks JC-1 efflux by human ABCB1 transporter; CCRF-Adr cells, flow cytometry; inhibition, % at 6.6 µM; 0.067% of 190,000 active; AID 1326; in the data active = inhibition above about 40%;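 also: 0% = vehicle and 100% = reference inhibitor; higher value means more JC-1 retained so stronger ABCB1 efflux block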
* = called active by the depositor; ? = inconclusive. Rule as the data show it, unless noted: active = inhibition above about 40%.

no.	Molecule	GSH fluor	Bcl-W Bim block	Bcl-XL Bim block	ABCG2 inh	Avidin bead fluor	Bcl-2 Bim block	ABCB1 block	RGS7-Gao reg	RGS4-Gao reg	Bim-Bfl-1	Bim-Bcl-B
1	COc1ccc(CNC(=O)COC(=O)c2cc(-c3ccco3)nc3ccccc23)cc1	14	0.0	-6.0	-0.5	31	3.0	-0.2	87.5	96.8	15.0	-1.0
2	Cc1cccc(NC(=O)C(=O)N/N=C/c2ccncc2)c1	14	0.0	0.0	6.4	9	0.0	0.6	?	104.4	-5.0	-1.0
3	Cc1cnc(SCc2cnc(C)nc2N)nc1	11	-1.0	-3.0	-0.2	19	-1.0	0.0	96.8	99.6	-6.0	-2.0
4	COc1ccc(C(=O)O)cc1Nc1cc(C)nc2ncnn12	28	0.0	-6.0	2.5	7	-2.0	0.4	104.2	98.3	-8.0	-5.0
5	O=[N+]([O-])c1ccc(N2CCCC2)cc1NC(c1ccccc1)c1ccccc1	23	3.0	-3.0	46.7	21	-9.0	1.4	98.3	100.0	-12.0	-7.0
6	O=C(Nc1nccs1)C1C2/C=C\CCCCC21 (stereo not given)	29	-3.0	-7.0	26.3	12	-9.0	0.9	100.0	97.5	-17.0	-15.0
7	COc1cc(C(C[N+](=O)[O-])c2c(-c3ccccc3)cc3ccccn23)cc(OC)c1OC (stereo not given)	11	7.0	0.0	4.0	9	0.0	0.8	96.6	100.2	-4.0	-2.0
8	COc1ccc(/C=C2\SC(=S)N(NC(=O)c3ccncc3)C2=O)cc1OC	8	-1.0	3.0	2.8	11	0.0	-0.3	103.0	103.7	-3.0	0.0
9	CCOc1cc(/C=N/NC(N)=O)cc(Br)c1OCC(=O)Nc1ccccc1C	35	-1.0	-4.0	35.2	12	-7.0	1.0	98.5	100.3	-19.0	-8.0
10	NC(=O)Cn1c(=O)n(CCCC(=O)NC2CCN(Cc3ccccc3)CC2)c(=O)c2ccccc21	38	0.0	-8.0	-3.6	7	-8.0	-2.3	98.7	99.2	-9.0	-6.0
11	O=C(CSc1nnc(-c2ccccc2)n1Cc1ccco1)Nc1ccc(S(=O)(=O)N2CCCC2)cc1	8	0.0	0.0	0.9	10	2.0	0.3	107.8	108.9	-1.0	2.0
12	Cc1nnc(Oc2ccccc2)c2ccccc12	55	7.0	1.0	-0.4	5	3.0	-0.3	105.2	104.6	5.0	7.0
13	O=S(=O)(c1ccc(NC(=S)N/N=C/c2cccc(Oc3ccccc3)c2)cc1)N1CCOCC1	19	0.0	-1.0	1.8	11	-5.0	0.5	?	99.2	-7.0	-5.0
14	CCn1c(=O)c(-[n+]2ccccc2)c(O)c2ccccc21	17	0.0	-2.0	0.1	12	-5.0	0.0	100.1	101.3	-1.0	0.0
15	N#CC(C#N)=Cc1cc2ccccc2nc1N1CCOCC1	15	-3.0	-4.0	2.1	15	-13.0	0.1	91.1	92.3	-7.0	-2.0
16	C=CCN=C1CC(C)(C)CC(=O)/C1=C(/O)CCC(=O)OC	15	1.0	-2.0	2.8	7	0.0	0.6	98.7	99.3	0.0	0.0
17	CCNc1oc(-c2cccc3ccccc23)nc1C#N	24	3.0	-2.0	6.8	28	-4.0	0.3	100.3	101.3	-7.0	-3.0
18	CCS(=O)(=O)N1CCCC(C(=O)NC2CCCC2)C1 (stereo not given)	20	-1.0	-3.0	0.2	8	-3.0	-0.1	100.9	99.1	-2.0	0.0
19	Cn1cnnc1SCC(=O)NNC(=O)COc1ccc(Br)cc1	7	1.0	0.0	0.0	27	0.0	0.5	107.1	104.6	-2.0	-6.0
20	COc1ccc(CN(C(=O)c2cc3ccccc3oc2=O)C2CCCCC2)cc1OC	32	-7.0	-6.0	7.9	8	-2.0	2.1	99.3	100.0	-5.0	-10.0

Retrieved by compound from the entries so far:
no.	Molecule	GSH fluor	Bcl-W Bim block	Bcl-XL Bim block	ABCG2 inh	Avidin bead fluor	Bcl-2 Bim block	ABCB1 block	RGS7-Gao reg	RGS4-Gao reg	Bim-Bfl-1	Bim-Bcl-B
2	Cc1cccc(NC(=O)C(=O)N/N=C/c2ccncc2)c1	14	0.0	0.0	6.4	9	0.0	0.6	?	104.4	-5.0	-1.0
3	Cc1cnc(SCc2cnc(C)nc2N)nc1	11	-1.0	-3.0	-0.2	19	-1.0	0.0	96.8	99.6	-6.0	-2.0

The results go on.
no.	Molecule	GSH fluor	Bcl-W Bim block	Bcl-XL Bim block	ABCG2 inh	Avidin bead fluor	Bcl-2 Bim block	ABCB1 block	RGS7-Gao reg	RGS4-Gao reg	Bim-Bfl-1	Bim-Bcl-B
21	CC(c1ccon1)N(C)Cc1cn(Cc2ccccc2)nc1-c1ccc2c(c1)OCO2 (stereo not given)	14	-2.0	-5.0	12.1	1	-2.0	3.3	104.1	98.9	-4.0	-4.0
22	O=C(CN1CCN(S(=O)(=O)c2ccc(F)cc2)CC1)Nc1ccc(Cl)c(C(F)(F)F)c1	11	-1.0	-2.0	7.6	12	-3.0	1.9	99.4	95.7	-3.0	-3.0
23	CCOC(=O)c1c(CC(C)C)csc1N	15	-3.0	-3.0	0.9	9	-3.0	0.1	?	106.4	-7.0	-5.0
24	Cc1cc(C)n(/C(=C\N(C)C)C(=O)c2ccc(Cl)cc2)n1	16	-2.0	-4.0	4.6	10	-4.0	1.1	?	102.6	-6.0	-4.0
25	C=CCN1C(=O)N/C(=C/c2ccccc2OCC(=O)Nc2ccc(F)cc2)C1=O	13	-3.0	-8.0	10.0	4	-1.0	1.5	103.2	102.3	0.0	-11.0
26	C=C(C)C1CC=C(C)/C(=N/Nc2ccccc2[N+](=O)[O-])C1 (stereo not given)	9	-2.0	-5.0	7.1	6	-5.0	0.2	100.4	102.9	-7.0	-7.0
27	CCCCc1[nH]c(=O)c(C#N)c2c1CCCC2	17	-3.0	0.0	2.9	43	0.0	0.9	101.3	98.1	-1.0	0.0
28	COc1cccc(C2(O)CCN(C(=O)C3CC3)CC2)c1	28	-2.0	0.0	0.7	17	-1.0	0.4	102.8	105.0	-2.0	-4.0
29	O=C(CSc1nc2ccccc2s1)NNC(=O)Nc1ccc(Cl)c(Cl)c1	17	-1.0	1.0	-0.7	35	-4.0	-0.2	101.4	103.2	0.0	1.0
30	CC(O)CC(C(=O)NNc1ccccc1)C(=O)NNc1ccccc1 (stereo not given)	14	3.0	0.0	8.5	10	1.0	0.8	?	106.2	-5.0	0.0
31	N#C/C(=C\c1ccc(-c2ccccc2)o1)C(=O)Nn1cnnc1	51	0.0	-1.0	-0.1	20	6.0	0.2	98.8	96.7	4.0	0.0
32	CCOc1cc(C(N)=O)cc(Br)c1OC	18	1.0	0.0	10.1	4	-2.0	0.5	96.9	93.5	0.0	3.0
33	CCOC(=O)C1(Cc2cccc(Cl)c2)CCCN(C(=O)CCC(=O)N(C)C)C1 (stereo not given)	11	-6.0	-5.0	2.4	3	-3.0	2.2	96.9	93.2	-8.0	-3.0
34	CCCOc1ccc(C(=O)NCC(c2ccco2)N(C)C)cc1OC (stereo not given)	19	-3.0	-8.0	1.3	12	-5.0	0.1	99.7	100.0	-15.0	-11.0
35	Cc1nn(C)c(Cl)c1CN1CCN(CC(C)C)C(CCO)C1 (stereo not given)	17	-3.0	0.0	-2.3	6	-4.0	-0.9	108.4	109.5	1.0	-2.0
36	Cc1ccc(NC(=O)CN2C(=O)COc3ccc(C)cc32)nc1	39	-2.0	-4.0	4.6	10	-13.0	0.7	102.2	99.4	-15.0	-7.0
37	COc1cc(/C=C2\C(=O)N(c3ccc(S(N)(=O)=O)cc3)N=C2C)ccc1OC(=O)c1ccco1	15	-5.0	-4.0	-0.7	8	-5.0	-0.4	98.7	105.3	0.0	-4.0
38	COc1cc(C(=S)N2CCOCC2)cc(OC)c1OS(=O)(=O)c1ccc(NC(C)=O)cc1	23	2.0	-1.0	1.5	13	3.0	0.3	105.0	99.4	0.0	0.0
39	Nc1[nH][nH]c(=O)c1N=Nc1cccc(Cl)c1	24	-1.0	0.0	1.8	10	0.0	0.0	93.9	100.3	-3.0	-2.0
40	COc1ccc2[nH]c3c(=O)n4c(nc3c2c1)SCCC4	13	1.0	3.0	29.7	7	-2.0	2.1	101.6	102.3	2.0	0.0

By substructure: those above containing bromine
no.	Molecule	GSH fluor	Bcl-W Bim block	Bcl-XL Bim block	ABCG2 inh	Avidin bead fluor	Bcl-2 Bim block	ABCB1 block	RGS7-Gao reg	RGS4-Gao reg	Bim-Bfl-1	Bim-Bcl-B
9	CCOc1cc(/C=N/NC(N)=O)cc(Br)c1OCC(=O)Nc1ccccc1C	35	-1.0	-4.0	35.2	12	-7.0	1.0	98.5	100.3	-19.0	-8.0
19	Cn1cnnc1SCC(=O)NNC(=O)COc1ccc(Br)cc1	7	1.0	0.0	0.0	27	0.0	0.5	107.1	104.6	-2.0	-6.0
32	CCOc1cc(C(N)=O)cc(Br)c1OC	18	1.0	0.0	10.1	4	-2.0	0.5	96.9	93.5	0.0	3.0

The list goes on:
no.	Molecule	GSH fluor	Bcl-W Bim block	Bcl-XL Bim block	ABCG2 inh	Avidin bead fluor	Bcl-2 Bim block	ABCB1 block	RGS7-Gao reg	RGS4-Gao reg	Bim-Bfl-1	Bim-Bcl-B
41	COC(=O)c1c(C(=O)OC)c(-c2ccc(Cl)c(Cl)c2)n2c1CCC2	21	-4.0	-7.0	48.0	27	-13.0	2.3	102.0	101.5	-21.0	-13.0
42	CCCCc1ccc(-c2csc(/C(C#N)=C/c3ccco3)n2)cc1	15	-3.0	-9.0	-3.4	16	-6.0	-0.6	95.7	94.7	-13.0	-7.0
43	CCOC(=O)C1=CN(Cc2ccc(OC)cc2)C=C(C(=O)OCC)C1c1cccs1	18	-3.0	-4.0	2.5	8	-2.0	1.7	?	92.6	-3.0	-3.0
44	C=CCn1c(=O)/c(=C2/Sc3cc(OC)ccc3N2C)s/c1=C1\C(=O)N(CC)C(=S)N1C	14	-3.0	-1.0	1.8	10	-2.0	0.9	99.5	102.2	0.0	-6.0
45	COc1ccc2c(c1OC)C(=O)N1c3ccccc3COC21 (stereo not given)	4	-1.0	-2.0	2.4	7	-5.0	0.1	99.3	98.9	-13.0	-7.0
46	CCC(c1ccccc1)c1nc(-c2cccnc2)no1 (stereo not given)	10	-4.0	-4.0	35.0	21	-6.0	0.3	97.2	98.2	-2.0	-7.0
47	CCC(C)[C@@H](CN(N=O)[C@@H](Cc1ccccc1)CN(C)N=O)N(CCc1ccccc1)N=O (stereo not given in full)	20	1.0	-4.0	4.8	5	-1.0	4.7	104.6	99.9	-3.0	-6.0
48	Cc1sc2ncn(CC(=O)NCCN3CCOCC3)c(=O)c2c1S(=O)(=O)N1CCC(C)CC1	31	0.0	-5.0	1.6	6	-8.0	0.5	99.8	104.0	-10.0	-6.0
49	O=C(Nc1ccc([N+](=O)[O-])cn1)c1cc(-c2cccc(Br)c2)nc2ccccc12	12	2.0	2.0	22.7	15	-7.0	2.9	113.2	110.2	-9.0	0.0
50	Cc1cccc(OCC(=O)OCC(=O)c2c(N)n(C)c(=O)n(C)c2=O)c1	9	-2.0	0.0	3.4	15	0.0	0.2	93.1	98.6	-9.0	-5.0

Hits appear at their usual frequency; about 1.3% have a hit in one of these screens.
